High-throughput results deposited in PubChem by National Center for Advancing Translational Sciences (NCATS).
Rhodamine autofl: compound autofluorescence in rhodamine spectral region; Rhodamine-region fluorescence, 547/598 nm, Tris buffer; active compounds read high; actives 0.05% (n = 59,000); max dye-equivalent concentration, M; in the data active means max dye-equivalent concentration above about 11 nM; inconclusive means between about 1.1 nM and that limit
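Intrinsic compound fluorescence, ex 547 / em 598 nm, CCD imager. Tris 100 mM pH 8.0; 15 min RT. Output = rhodamine dye-equivalent concentration at each compound concentration.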
Caspase-1 inhib: caspase-1 (human) inhibition, allosteric or competitive; AID 900; Caspase-1 enzyme, Ac-WEHD-AFC fluorogenic rate; actives 0.03% (n = 75,000); Potency, µM (series often up to 57.5 µM), for the others: top-dose activity change, negative = inhibition, most hits filed as inhibitors;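 further: potency means the concentration at half of the fitted maximal effect; plate controls were vehicle for no effect and no substrate for full effect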
Target sequence (P29466 120-297 limits assumed): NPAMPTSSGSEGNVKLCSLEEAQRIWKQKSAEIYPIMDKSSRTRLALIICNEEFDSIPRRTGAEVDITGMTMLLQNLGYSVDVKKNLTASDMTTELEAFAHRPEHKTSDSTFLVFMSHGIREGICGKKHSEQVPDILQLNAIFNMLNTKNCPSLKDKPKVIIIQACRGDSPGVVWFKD
Target sequence (P29466 317-404 limits assumed): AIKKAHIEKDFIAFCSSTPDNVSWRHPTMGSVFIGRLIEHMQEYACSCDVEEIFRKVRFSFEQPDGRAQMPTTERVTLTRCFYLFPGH
Tau fil binding: tau filament binding | P10636 | recombinant tau filaments, thioflavin S fluorescence, 15 h; filaments grown with octadecylsulfate alongside compound | Potency, µM (top dose mostly 57.1 µM), inactives show at the top dose activity change, negative = inhibition | actives 2% (n = 71,000) | AID 596;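 further: potency means the concentration at half of the fitted maximal effect; on the % scale 0 is the no-effect control and ±100 the full control effect; actives lower thioflavin S fluorescence by blocking filaments or displacing dye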
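Assay mix: 1 uM His-tagged tau, 30 uM sodium octadecylsulfate, thioflavine S dye in HEPES/NaCl/DTT buffer. Compound is added prior to the inducer. Fluorescence after 15 h at 37 C.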
TexasRed autofl: compounds fluorescent in Texas Red spectral region. AID 587. actives 0.06% (n = 59,000). Compound fluorescence, Texas Red channel, 547/618 nm; active compounds read high. max dye-equivalent concentration, M; in the data active means max dye-equivalent concentration above about 10 nM; inconclusive means between about 1.1 nM and that limit
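Pin-transferred compounds and Texas Red standards go into 100 mM Tris buffer, pH 8.0. After 15 min at room temperature, plates are imaged with 547/618 nm filters. Each value is a dye-equivalent concentration derived from the per-plate dye curve.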
Fluorescein fluor: compound autofluorescence in fluorescein spectral region; AID 593; max fluorescein-equivalent concentration, M; actives 0.91% (n = 59,000); Compound autofluorescence, 480/540 nm, fluorescein-equivalent; active compounds read high; in the data active means max fluorescein-equivalent concentration above about 10 nM; inconclusive means between about 1.1 nM and that limit
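Compounds were pin-transferred into 100 mM Tris buffer, pH 8.0, and incubated 15 min at room temperature. Fluorescence was read at 480 nm excitation/540 nm emission. Signals were normalized to an on-plate six-point fluorescein standard curve as dye-equivalent concentration.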
HEK293 cAMP ctrl: counter-screen for TSHR agonists: cAMP increase in parental HEK293 | parental HEK293 CNG cAMP sensor, membrane potential fluorescence | Potency, µM (doses to about 57.1 µM), for the others: top-dose activation, most hits filed as activators | actives 2.5% (n = 73,000); further: potency means the concentration at half of the fitted maximal effect; % of control where 0% means no effect; nearly all actives have a fitted effect of over 55% in size
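Counterscreen for endogenous-receptor signalling: CNG-channel HEK 293 cells report cAMP rise by membrane depolarization. After 60 min dye equilibration with 100 uM RO 20-1724, compounds incubated 30 min before bottom-read fluorescence at 590 nm.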
FLuc inh: blocks Photinus pyralis firefly luciferase activity. Potency, µM (titrated, usually from 57.1 µM), for the others: at the top dose activity change, negative = inhibition, hits mostly inhibitors. actives 2.2% (n = 72,000). purified firefly luciferase, luminescence, 8 min. P08659. AID 411; further: potency means the concentration at half of the fitted maximal effect; on the % scale 0 is the no-effect control and ±100 the full control effect; nearly all actives have a fitted effect of over 40% in size
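Luminescence read-out after 8 min at room temperature; enzyme reaction used luciferin plus 10 uM ATP (linear range) in imidazole buffer pH 7.2 with KCl, MgCl2, Tween 20 and BSA. Each sample was run as a titration.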
HADH2 inh: blocks human hydroxyacyl-CoA dehydrogenase type II; Q99714; recombinant HADH2, NADH fluorescence, beta-hydroxybutyryl-CoA; Potency, µM (titrated, usually from 57.1 µM), for the others: at the top dose activity change, negative = inhibition, usual class: inhibitors; actives 3.4% (n = 73,000); further: potency means the concentration at half of the fitted maximal effect; on the % scale 0 is the no-effect control and ±100 the full control effect; nearly all actives have a fitted effect of over 60% in size; many of its hits are not listed in these tables
Target sequence (Q99714 whole entry, looked up, one chain of several): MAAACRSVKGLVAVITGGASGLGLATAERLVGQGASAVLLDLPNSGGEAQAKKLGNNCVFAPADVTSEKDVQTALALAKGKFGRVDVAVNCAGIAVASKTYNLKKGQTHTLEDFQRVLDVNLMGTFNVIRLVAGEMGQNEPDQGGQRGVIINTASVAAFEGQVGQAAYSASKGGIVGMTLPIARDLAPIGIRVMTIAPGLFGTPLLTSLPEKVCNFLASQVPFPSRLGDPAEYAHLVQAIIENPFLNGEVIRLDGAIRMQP
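Buffer 100 mM Tris-HCl pH 9.0/0.01% Tween-20; HADH2 20 nM; NAD+ 1 mM; beta-hydroxybutyryl-CoA 90 uM (all final). 15 min cpd preincubation, RT.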
Caspase-7 inhib: blocks human caspase-7 allosterically or competitively; actives 0.02% (n = 75,000); recombinant caspase-7, Ac-DEVD-AFC fluorescence rate; Potency, µM (top dose mostly 57.5 µM), without a hit: top-dose activity change, negative = inhibition, actives largely listed as inhibitors; AID 889; P55210; active means well fitted inhibition curve with a large enough effect in the main read-out, with a control signal flat, not every such curve was filed as active; inconclusive means small, poorly fitted or top-dose-only effect, or a change in a side signal; further: potency means the concentration at half of the fitted maximal effect; % of control where 0% means no effect
Target sequence (P55210 24-198 limits assumed): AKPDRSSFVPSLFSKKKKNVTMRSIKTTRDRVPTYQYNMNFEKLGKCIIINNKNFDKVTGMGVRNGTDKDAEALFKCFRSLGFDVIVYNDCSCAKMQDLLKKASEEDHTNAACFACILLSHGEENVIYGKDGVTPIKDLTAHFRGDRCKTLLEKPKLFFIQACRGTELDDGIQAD
Target sequence (P55210 207-303 limits assumed): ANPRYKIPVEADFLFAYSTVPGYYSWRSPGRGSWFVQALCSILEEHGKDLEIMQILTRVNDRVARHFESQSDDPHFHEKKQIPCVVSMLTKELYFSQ
ERK AVP block: vasopressin-driven ERK pathway inhibition | HEK293-V1b, vasopressin-stimulated pERK AlphaScreen | actives 0.99% (n = 72,000) | AID 995 | Potency, µM (doses to about 57.5 µM), for the others: at the highest dose activity, negative = inhibition, actives largely listed as inhibitors; further: potency means the concentration at half of the fitted maximal effect; on the % scale 0 is the no-effect control and ±100 the full control effect; nearly all actives have a fitted effect of over 55% in size
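HEK293 cells stably expressing V1b receptor, preincubated 30 min at 37 °C with compound, then stimulated 5 min with 25 nM vasopressin. Phospho-ERK by AlphaScreen SureFire after 5 h RT; normalized to DMSO and vasopressin; AC50 by Hill fit.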
USP2a inh: blocks human ubiquitin-specific protease USP2a. O75604. USP2a enzymatic assay, qHTS inhibition. Potency, µM (series often up to 38.3 µM), for the others: top-dose activity change, negative = inhibition, most hits filed as inhibitors. actives 0.1% (n = 60,000). AID 927;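 further: potency means the concentration at half of the fitted maximal effect; nearly all actives have a fitted effect of over 60% in size; plate controls were DMSO for no effect and NEM full inhibition control for full effect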
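Coupled readout: USP2-cleaved Ub-PLA2 (20nM final) turns over NBD C6-HPC (20uM final), Ex 460nm/Em 535nm after 2.5 h, time-zero read flagging artifacts. Enzyme (20nM final, pH 8.0 Tris) given 30 min RT with compound first; NEM defines full inhibition.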
* = called active by the depositor; i = inactive; u = inconclusive; x = no result given; [ ] = another dose, or the depositor's remark. Unless noted, the call rests on the fitted dose curve; in most records, active means well fitted curve in the direction sought with a large enough effect; inconclusive means small, poorly fitted or top-dose-only effect, or another doubt; inactive means no such curve, though single readings can be large; an effect the other way counts as inactive or inconclusive. These rows are one share of the data. The share of hits here may be higher or lower than overall.

smiles | Rhodamine autofl | Caspase-1 inhib | Tau fil binding | TexasRed autofl | Fluorescein fluor | HEK293 cAMP ctrl | FLuc inh | HADH2 inh | Caspase-7 inhib | ERK AVP block | USP2a inh
CO[C@H]1COC(=O)CCC[C@@H](C)[C@H](OC)COC(=O)[C@H]2CCCN2C(=O)C/C=C\[C@@H]1C | x | 1%[11.5 µM] | x | x | x | 4%[11.4 µM] | 1%[11.4 µM] | -2%[11.4 µM] | 0%[11.5 µM] | 5%[11.5 µM] | x
O=C(Nc1ccccc1Sc1ccccc1)C1CCCO1 (configuration not stated) | i | 2% | -10% | i | i | 18% | 2% | 1% | 0% | -1% | 5%
N=C(N)SCCc1ccc(CCSC(=N)N)cc1 | i | 1% | 15% | u | i | 4% | -1% | -14% | -1% | 13% | 7%
CC1CCC2C(=O)N3C(CCC(C)[C@H]3c3cccc(N4CCCC4=O)c3)C(=O)N2C1c1cccc(N2CCCC2=O)c1 (some centres not stated) | x | 1%[11.5 µM] | x | x | x | -7%[11.4 µM] | x | 7%[11.4 µM] | 0%[11.5 µM] | 7%[11.5 µM] | x
Cc1cc(Nc2ccc(F)cc2F)n2nc(C)nc2n1 | x | 0% | -9% | x | x | 2% | -1% | -3% | 1% | -15% | x
COc1ccc(OC)c(S(=O)(=O)NCCC2=CCCCC2)c1 | i | -1% | -6% | i | i | 21% | 0% | 9% | -3% | 7% | 5%
O=C(NCCN1C(=O)C2C3C=CC(C3)C2C1=O)N1CCOCC1 (configuration not stated) | x | -1% | -3% | x | x | 11% | 0% | 9% | 1% | -23% | x
COC(=O)Nc1nnc(SCc2ccc(C)cc2)s1 | i | 1% | 13% | i | u | 12% | 1% | 6% | 0% | -7% | 11%
CCN1CCCC1Cn1c(-c2ccccc2)nc2c(NCCOC)nc(C)nc21 (configuration not stated) | x | 1% | 14% | x | x | 11% | x | u | -2% | -22% | x
Nc1nc2c(s1)C(=O)CCC2 | i | 2% | 8% | i | i | 2% | 4% | -9% | 3% | u | -4%
NC(=O)c1c(NC(=O)CSc2nnc(-c3ccccc3)n2CC2CCCO2)sc2c1CCC2 (configuration not stated) | i | -15% | 42% | i | i | 26% | 3% | u | -16% | -17% | 28%
CC(=O)C(Sc1ccc2nnc(-c3ccc(C)cc3)n2n1)C(C)=O | x | -4% | -12% | x | x | 7% | 3% | -12% | 2% | x | x
CCn1c(COc2cccc(OC)c2)nnc1SCC(=O)Nc1cccc(OC)c1 | i | -2% | 10% | i | u | 18% | -39% | 7% | 6% | 10% | 14%
CC(C)N1C(=O)C2C(C(=O)NC3CCCCC3)C3C=CC2(O3)C1C(=O)NC1CCCC1 (configuration not stated) | i | 1% | -4% | i | u | 11% | 5% | -2% | -3% | 3% | -12%
Cn1c(=O)[nH]c(=O)c2c1nc(N1CCOCC1)n2CCSc1ncccn1 | i | 0% | 3% | u | u | -4% | -1% | -11% | -2% | -13% | 6%
COc1cccc(-n2nnc3c(=O)n(Cc4ccccc4Cl)cnc32)c1 | i | -1% | 51% | u | i | u | -2% | 4% | 0% | -1% | 4%
CCSc1nc(-c2ccc(OC)cc2)n(-c2nc3ccccc3s2)n1 | i | -4% | 20% | u | u | 14% | 2% | u | -3% | 55%[activator] | -10%
CSc1ccc(-c2nc(CSCC(=O)N3CCOCC3)c(C)o2)cc1 | i | 2% | 13% | u | i | 6% | -10% | -20% | -3% | 22% | 5%
CCC(CC)C(=O)NCc1ccccc1OC | x | 0% | -2% | x | x | 20% | -2% | 10% | 3% | -5% | -4%
Cc1cccc(-n2ncc3c(NC4CCCCC4)ncnc32)c1 | x | -7% | 53% | x | x | u | 10µM* | 5% | -7% | x | x
Cc1cnc(C(=O)Nc2nnc(C(C)C)s2)cn1 | i | 1% | 7% | u | i | -1% | -2% | 1% | 0% | -9% | 1%
c1ccc2[nH]c(SCc3ccc(-c4nnco4)cc3)nc2c1 | i | 0% | -3% | i | u | 8% | u | 3% | -1% | u | 12%
Cc1ccc2c(C)nc(Nc3ncc4c(n3)CCCC4=O)nc2c1 | i | 0% | -6% | u | u | -1% | -2% | u | 1% | -14% | 2%
Cc1ccc(N(C(=O)Cn2nnc3ccccc32)C(C(=O)NCc2ccco2)c2ccc(C)o2)cc1 (configuration not stated) | i | -6% | -6% | u | i | u | 1% | -1% | 1% | 12% | 24%
CC1CCc2nn(CC(=O)NCCN3CCCCC3C)cc2C1 (configuration not stated) | x | 0% | -3% | x | x | 13% | 3% | 3% | -3% | -5% | x
CCCc1nnc(SCC(=O)Nc2ccc(OC)cc2)n1N | i | 2% | -7% | i | i | 4% | 0% | -4% | 2% | -7% | -7%
c1ccc(-c2csc3ncn4nnnc4c23)cc1 | i | -1% | 0% | i | u | 1% | -1% | -10% | 1% | u | 0%
O=C(Cc1ccccc1)Nc1nc2ccccc2[nH]1 | i | 0% | -7% | i | i | 0% | 2% | 12% | 2% | u | -1%
CC1CCCCC1NC(=O)CN1C(=O)NC(C)(c2ccc(OC(F)F)cc2)C1=O (configuration not stated) | i | 1% | -4% | u | i | 1% | 1% | 0% | 0% | 2% | 9%
N#Cc1c(NC(=O)CCCN2C(=O)c3ccccc3C2=O)oc(-c2ccccc2)c1-c1ccccc1 | x | -1% | 239% | x | x | u | 1% | -7% | 0% | -16% | 37%[activator]
N[C@H](C(=O)O)[C@H](N)C(=O)O | i | -2%[11.5 µM] | -9%[11.4 µM] | i | i | 1%[11.4 µM] | 2%[11.4 µM] | 14%[11.4 µM] | 0%[11.5 µM] | 1%[11.5 µM] | x
COCCCN=CC1=C(O)CC(C)(C)CC1=O | i | 2% | -32% | i | i | 3% | 2% | -8% | 3% | 28% | 12%
Cc1ccc(S(=O)(=O)NC(CC(N)=O)C(=O)O)cc1 (configuration not stated) | i | -1% | -1% | i | i | 6% | 0% | 9% | -2% | 9% | 3%
CCOc1ccccc1NC(=O)C1C2C=CC(O2)C1C(=O)O (configuration not stated) | i | 0% | -12% | i | i | u | 2% | 1% | 0% | -13% | u
CCOC(=O)c1c(CC(C)C)csc1NC(C)=O | i | -1% | 2% | i | i | 2% | -1% | -21% | -1% | -12% | 0%
C=C(C)Cn1c(SCC(=O)O)nnc1-c1ccc(C(C)(C)C)cc1 | x | -4% | -5% | x | x | -8% | -4% | 7% | 0% | -7% | 5%
CC(CN1CCOCC1)OC(=O)c1ccccc1Br (configuration not stated) | i | 0% | -3% | i | i | 2% | 2% | 20% | 0% | -14% | 5%
COc1cc2cc(C(c3nnnn3C3CCCC3)N3CCCCC3)c(=O)[nH]c2cc1OC (configuration not stated) | i | -2% | -9% | u | i | u | -1% | -27% | 1% | 4% | x
Cn1c(C(O)c2ccccc2F)nc(Cl)c1Cl (configuration not stated) | i | 0% | 2% | i | u | -1% | -1% | -16% | 3% | -12% | x
CC(=O)c1cccc(NC(=O)N2CCCC2C(=O)NCCC(C)C)c1 (configuration not stated) | i | 0% | -3% | i | i | 8% | 3% | -4% | 1% | -10% | 4%
Cc1ccc(C)n1-c1ccc(N2CCOCC2)cc1 | x | -8% | 25µM* | x | x | 5% | 2% | u | -2% | u | 34%[activator]
CCOc1cccc(=O)c2c(C)n(CC3CCCO3)c(C)c12 (configuration not stated) | x | u | -5% | x | x | -8% | -2% | u | -18% | -1% | 11%
Cc1ccc(OCc2nnc(SCC(=O)C(C)(C)C)n2Cc2ccco2)cc1 | i | 0% | -14% | i | i | u | 0% | -4% | -6% | -24% | 2%
CCCCOc1ccc(S(=O)(=O)Nc2cccnc2)cc1 | i | 0% | -12% | i | i | 24% | 2% | -5% | -1% | -8% | 5%
Cc1ccc(OS(=O)Nc2cccc3nccnc23)cc1 (configuration not stated) | x | 0% | -22%[11.4 µM] | x | x | 0%[11.4 µM] | -6% | -3%[11.4 µM] | 1% | -16% | 15%[7.66 µM]
Cc1csc2nc(CNC(=O)C3CCCCC3)cn12 | x | -2% | -4% | x | x | 9% | 2% | 3% | 0% | x | x
CSc1nnc2c(n1)OC(c1cccn1C)N(C(C)=O)c1ccccc1-2 (configuration not stated) | i | 0% | -1% | i | i | 16µM* | 2% | -9% | 1% | 6% | 0%
COc1ccc(-c2nc(CS(=O)CC(=O)NCCC3=CCCCC3)c(C)o2)cc1 (configuration not stated) | x | 1% | 26% | x | x | 18% | -5% | -16% | -3% | u | x

FLuc inh, what is marked active above.
Compound,Rhodamine autofl,Caspase-1 inhib,Tau fil binding,TexasRed autofl,FLuc inh,HADH2 inh,Caspase-7 inhib,USP2a inh
Cc1cccc(-n2ncc3c(NC4CCCCC4)ncnc32)c1,x,-7%,53%,x,10µM*,5%,-7%,x
